GAA glycogen mod – inhibitors or activators of human alpha-glucosidase glycogen cleavage; AID 2100; P10253; recombinant GAA, glycogen substrate, Amplex Red glucose oxidase fluorescence; 0.38% of 300,000 active; Potency, µM (titrated, usually from 76.4 µM), inactives show at the top dose activity change, negative = inhibition, usual class: inhibitors;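 further: 0% = full enzyme reaction and -100% = no-enzyme basal signal; the screen sought inhibitors and activators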
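Recombinant human enzyme (4 nM); glycogen substrate; 37 C, 40 min, pH 5.0. Readout: coupled glucose oxidase/Amplex Red fluorescence.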
ALDH1A1 block – blocks purified human ALDH1A1 activity. P00352. Purified ALDH1A1, NADH fluorescence, propionaldehyde substrate. Potency, µM (series often up to 75.3 µM), without a hit: at the top dose activity, negative = inhibition, most hits filed as inhibitors. 7.3% of 220,000 active; active means well fitted inhibition curve with a large enough effect, not every such curve was filed as active; inconclusive means small, poorly fitted or top-dose-only effect, or another doubt; inactive means no such curve, though single readings can be large or run the other way;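 further: plate controls were no enzyme wells and a reference inhibitor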
Target sequence (P00352 whole entry, looked up): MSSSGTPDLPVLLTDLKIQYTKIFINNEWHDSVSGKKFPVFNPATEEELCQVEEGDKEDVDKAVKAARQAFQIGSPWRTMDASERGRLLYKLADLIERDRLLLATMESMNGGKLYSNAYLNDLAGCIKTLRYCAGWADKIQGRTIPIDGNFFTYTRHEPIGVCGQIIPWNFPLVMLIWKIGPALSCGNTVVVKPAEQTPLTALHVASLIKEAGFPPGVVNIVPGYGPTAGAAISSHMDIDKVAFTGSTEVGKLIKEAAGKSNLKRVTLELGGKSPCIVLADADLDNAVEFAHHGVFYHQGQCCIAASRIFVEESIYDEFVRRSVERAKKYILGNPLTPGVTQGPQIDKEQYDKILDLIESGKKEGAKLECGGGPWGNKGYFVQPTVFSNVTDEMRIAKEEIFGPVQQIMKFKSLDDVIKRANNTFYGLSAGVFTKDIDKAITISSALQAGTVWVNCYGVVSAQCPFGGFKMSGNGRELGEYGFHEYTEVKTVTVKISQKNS
Epigenetic derep – regulators of epigenetic silencing causing reporter derepression in mouse cells | murine LDR cells, GFP reporter derepression, 30 h | Potency, µM (doses to about 53.9 µM), for inactives: at the highest dose GFP activation, most hits filed as activators | 0.2% of 280,000 active; further: % of control where 0% means no effect; nearly all actives have a fitted effect of over 60% in size
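Murine LDR cells carrying a silenced, genomically integrated CMV-driven GFP reporter were exposed to compound for 30 hours at 37 C. After PBS washes, GFP-positive cells (20–120 um objects) were counted by laser-scanning microplate cytometry.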
NPSR antag – neuropeptide S receptor (human) antagonism, cAMP | AID 1461 | Potency, µM (series often up to 38.3 µM), without a hit: at the highest dose activity change, negative = inhibition, usual class: inhibitors | 1% of 220,000 active | CHO-NPSR cells, cAMP TR-FRET, antagonist mode; further: on the % scale 0 is the no-effect control and ±100 the full control effect; nearly all actives have a fitted effect of over 50% in size; many of its hits are not listed in these tables
GAA inh – inhibitors of human lysosomal alpha-glucosidase; P10253; purified human GAA, 4-MU-alpha-glucoside fluorescence; Potency, µM (top dose mostly 76.9 µM), for the others: top-dose activity change, negative = inhibition, hits mostly inhibitors; 0.005% of 200,000 active; AID 1466;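 further: plate controls were uninhibited enzyme wells for no effect and no-enzyme background for full effect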
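Enzyme (4 nM final) mixed with compound (up to 77 uM), then 4-MU-alpha-D-pyranoside (400 uM final) added; 20 min at room temperature, pH 5.0. Reaction stopped at pH 10, fluorescence read, AC50 derived by Hill fit.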
aGlu spleen mod – inhibitors or activators of human alpha-glucosidase in spleen homogenate; 0.006% of 240,000 active; P10253; Potency, µM (titrated, usually from 79.9 µM), for inactives: at the highest dose activity change, negative = inhibition, usual class: inhibitors; human spleen homogenate, 4-MU-alpha-glucoside fluorescence;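 further: 0% = enzyme with vehicle and -100% = no enzyme basal signal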
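Enzyme source: human spleen homogenate, 1 ug/well. Buffer 50 mM citric acid/K phosphate pH 5.0, 0.01% Tween-20. 4-MU-alpha-glucoside 1 mM; 37 C x 40 min; NaOH/glycine stop; fluorescence.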
Tau fluor counter – counter-screen for tau fibril formation inhibitors; tau K18 P301L (four-repeat tau fragment) Alexa594 fluorescence, heparin fibrillization; Potency, µM (series often up to 57.7 µM), inactives show top-dose activity change, negative = decrease; 0.93% of 280,000 active; further: on the % scale 0 is the no-effect control and ±100 the full control effect; nearly all actives have a fitted effect of over 55% in size
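Human K18 P301L tau (15 uM unlabeled plus 0.24 uM Alexa 594-labeled, final) in 100 mM sodium acetate pH 7 was mixed with compound and 20 uM heparin and incubated 6 hr at 37 C.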
GLA spleen mod – alpha-galactosidase A (human) modulation | P06280 | human spleen homogenate, 4MU-alpha-Gal fluorescence, 40 min | Potency, µM (highest dose often 80 µM), for inactives: at the highest dose activity change, negative = inhibition, hits mostly inhibitors | 0.008% of 240,000 active;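 further: 0% = enzyme with vehicle and -100% = no enzyme basal signal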
Target sequence (P06280 32-429 limits assumed): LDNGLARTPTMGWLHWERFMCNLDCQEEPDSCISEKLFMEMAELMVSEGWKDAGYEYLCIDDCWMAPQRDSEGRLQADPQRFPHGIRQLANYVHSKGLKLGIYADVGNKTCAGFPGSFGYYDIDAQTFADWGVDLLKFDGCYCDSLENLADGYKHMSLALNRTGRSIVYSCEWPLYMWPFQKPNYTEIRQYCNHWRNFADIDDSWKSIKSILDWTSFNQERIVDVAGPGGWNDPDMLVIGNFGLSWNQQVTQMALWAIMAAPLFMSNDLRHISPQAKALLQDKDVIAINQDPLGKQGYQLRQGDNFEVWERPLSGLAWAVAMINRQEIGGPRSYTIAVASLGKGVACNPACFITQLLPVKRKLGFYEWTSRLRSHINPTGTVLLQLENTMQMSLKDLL
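qHTS titration in buffer at pH 5.0. Alpha-galactosidase activity in spleen homogenate was measured via 4-methylumbelliferone release from 1 mM fluorogenic substrate after 40 min at 37C and a pH 10 stop. AC50 came from Hill fits of control-normalized data.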
* hit, by the source's call; i = inactive; u = inconclusive; x = not tested or not shown; [ ] = another dose, or the depositor's remark. Unless noted, the call rests on the fitted dose curve; in most records, active means well fitted curve in the direction sought with a large enough effect; inconclusive means small, poorly fitted or top-dose-only effect, or another doubt; inactive means no such curve, though single readings can be large; an effect the other way counts as inactive or inconclusive. Potency means the concentration at half of the fitted maximal effect.

Each structure is followed by: GAA glycogen mod | ALDH1A1 block | Epigenetic derep | NPSR antag | GAA inh | aGlu spleen mod | Tau fluor counter | GLA spleen mod
CCCN(CCC)C(=O)CC(c1ccccc1)C1CCOC(C)(C)C1 (stereo unspecified)
 : 27% | u | -0.2% | -20% | -3% | 2% | 3% | -7%
Cc1ccc(N2C(=O)c3cccc([N+](=O)[O-])c3C2=O)cc1C
 : 16% | -14% | -1.8% | -1% | u | 2% | -14% | 3%
O=C(CSc1nncn1-c1cccnc1)N(c1ccccc1)c1ccccc1
 : 4% | 16µM* | 0.0% | 11% | -11% | -7% | -9% | 2%
Cc1c(/C=N/NC(=O)C2(O)c3ccccc3-c3ccccc32)cnn1C
 : -6% | 5% | -2.0% | 9% | 4% | -4% | -1% | 3%
Cc1ccc(Cl)c(OC(=O)c2ccc(N3CCOCC3)c([N+](=O)[O-])c2)c1
 : 4% | -6% | 0.0% | 0% | 0% | 0% | -27% | -1%
COc1cc(Cl)c(C)cc1NC(=O)CSCC#N
 : -13% | -10% | -2.0% | -6%[46.1 µM] | -7% | -3% | -3% | 3%
Cc1cc(C)c[n+](-c2nc3ccccc3nc2[N-]S(=O)(=O)c2cccs2)c1
 : 10% | 12% | 1.3% | 12%[46.1 µM] | -5% | -6% | 2% | 3%
CCCCn1c(O)c(C=NCCCN(C)C)c(=O)[nH]c1=O
 : 4% | -2% | -0.3% | -4%[46.1 µM] | -4% | 0% | 0% | -10%
C[C@@H]1C=C(C(=O)N2CCN(Cc3ccccc3)CC2)O[C@H](OCc2ccc(CO)cc2)C1
 : 17% | -2% | 0.0% | -3% | x | -5% | 3% | -7%
O=C(CSc1nc2[nH]ncc2c(=O)[nH]1)Nc1ccccc1
 : -3% | -1% | 0.9% | 25% | -4% | -14% | -3% | -22%
CC1Cc2ccccc2N1C(=O)CSc1nc2c(c(=O)n(C)c(=O)n2C)n1Cc1ccccc1 (stereo unspecified)
 : -5% | u | -0.8% | -28%[46.1 µM] | -3% | 4% | -8% | 2%
COc1cc([N+](=O)[O-])ccc1NC(=O)CC1SC(=Nc2ccc(F)cc2)N(CCC2=CCCCC2)C1=O (stereo unspecified)
 : -8% | u | -1.1% | -20% | -8% | 0% | u | -5%
O=C1NC(=Nc2ccccc2)S/C1=C/c1cccs1
 : -8% | 5% | 15% | -6% | -4% | 1% | -14% | 4%
Cc1c(N=Cc2ccc[nH]2)c(=O)n(-c2ccccc2)n1C
 : 22µM* | 13µM* | -2.4% | -6%[46.1 µM] | 1% | 2% | -6% | 2%
CCOC(=O)c1ccc(N=c2sc(C(=O)OC)cc(=O)n2C2CC2)cc1
 : -16% | -2% | -1.0% | -13%[46.1 µM] | 11% | 2% | -1% | -1%
Cc1nc2ccc(S(=O)(=O)NCC(=O)NC(C)c3ccccc3)cc2s1 (stereo unspecified)
 : -1% | -2% | -0.3% | 8% | 6% | 1% | -7% | 3%
CN1C(=O)NC(c2ccccc2)(C(F)(F)F)S/C1=C(/C#N)c1nnc(N2CCOCC2)n1-c1ccccc1 (stereo unspecified)
 : -10% | -7% | 0.0% | -23% | u | 5% | -2% | 5%
CCSc1nc(C)nc2sc(C)c(C)c12
 : 3% | x | -0.7% | -11% | x | 5% | -9% | 6%
COc1cc2c(cc1OC)-c1cc(NC3CC3)nc(=O)n1CC2
 : 1% | -9% | -0.1% | -7%[46.1 µM] | -1% | -14% | -10% | 16%
CCc1nc(NCCN)c(C#N)c2c1CSC(C)(C)C2
 : u | u | 0.8% | 10%[46.1 µM] | -2% | 3% | -6% | 10%
COc1ccc([N+](=O)[O-])cc1NC(=O)C(C)OC(=O)C1c2ccccc2Oc2ccccc21 (stereo unspecified)
 : 7% | 5% | 1.1% | -34% | 2% | -4% | 4% | 0%
O=c1c(-c2ccccc2)c[nH]n1-c1cccc([N+](=O)[O-])c1
 : u | 0% | 8.3% | -5% | -5% | 5% | -21% | 6%
Cc1nn(CC(=O)N/N=C/c2ccc3c(c2)OCO3)c(C)c1Br
 : 14% | 7% | 1.0% | -12%[46.1 µM] | 0% | 2% | -6% | -1%
Cc1ccc(C)c2[nH]c(=O)c(C(c3nnnn3C3CCCC3)N3CCOCC3)cc12 (stereo unspecified)
 : 5% | u | -0.1% | -2%[46.1 µM] | -14% | -1% | -3% | 1%
CN(C)c1ccc(/C=N/NC(=O)c2ccn(C)n2)cc1
 : 10% | u | -0.2% | 13% | -6% | -22% | -16% | 2%
COc1cc(NC(=O)COc2c(C)cc(C)cc2[N+](=O)[O-])c(OC)cc1Cl
 : -2% | -2% | 0.0% | -34% | 3% | 3% | -17% | 8%
O=C(O)CCC(=O)N1c2ccccc2NC2=C(C(=O)CC(c3ccc(F)cc3)C2)C1c1ccc([N+](=O)[O-])o1 (stereo unspecified)
 : -11% | -1% | 0.2% | 13% | -9% | -10% | -8% | -15%
COC(=O)c1cccc(OC(N)=O)c1
 : 1% | 2% | 0.0% | -2%[46.1 µM] | -11% | -1% | 3% | -1%
COc1ccc(C)cc1NC(=O)c1nnn(Cc2cc(C)ccc2C)c1N
 : -5% | i | -1.5% | -41%[46.1 µM] | -14%[15.4 µM] | 4% | u | 3%
O=C(CCC(=O)N1CCN(c2ccccc2F)CC1)c1ccc(F)cc1
 : 1% | 6% | -1.7% | -8% | -8%[15.4 µM] | 3% | -17% | 3%

Rewritten with each value named: entries from further up.
COc1cc([N+](=O)[O-])ccc1NC(=O)CC1SC(=Nc2ccc(F)cc2)N(CCC2=CCCCC2)C1=O (stereo unspecified)
  GAA glycogen mod = -8%
  ALDH1A1 block = u
  Epigenetic derep = -1.1%
  NPSR antag = -20%
  GAA inh = -8%
  aGlu spleen mod = 0%
  Tau fluor counter = u
  GLA spleen mod = -5%
Cc1c(/C=N/NC(=O)C2(O)c3ccccc3-c3ccccc32)cnn1C
  GAA glycogen mod = -6%
  ALDH1A1 block = 5%
  Epigenetic derep = -2.0%
  NPSR antag = 9%
  GAA inh = 4%
  aGlu spleen mod = -4%
  Tau fluor counter = -1%
  GLA spleen mod = 3%
CCc1nc(NCCN)c(C#N)c2c1CSC(C)(C)C2
  GAA glycogen mod = u
  ALDH1A1 block = u
  Epigenetic derep = 0.8%
  NPSR antag = 10%[46.1 µM]
  GAA inh = -2%
  aGlu spleen mod = 3%
  Tau fluor counter = -6%
  GLA spleen mod = 10%

(next part)
Each structure is followed by: GAA glycogen mod | ALDH1A1 block | Epigenetic derep | NPSR antag | GAA inh | aGlu spleen mod | Tau fluor counter | GLA spleen mod
CCOC(=O)c1c(C)[nH]c(C)c1C(=O)CSc1nc2ccccc2n1CC
 : 7% | 4% | 0.0% | 5%[46.1 µM] | -13% | -5% | -16% | -3%
COCC(=O)Nc1nc(-c2ccccc2)ns1
 : -3% | 2% | 1.0% | 3% | -2% | 2% | 2% | 11%
CCCCOc1ccc(C)cc1CN(CCO)CCO
 : 0% | -7% | -0.3% | -6%[46.1 µM] | -3% | -13% | -2% | -16%
O=C(CSc1nc2ccccc2n1CC(=O)N1CCCCC1)N1CCCCC1
 : 2% | x | -2.3% | 4% | x | 0% | -1% | 1%
COc1cc(CCC(=O)Nc2cc(C)cc(C)c2)cc(OC)c1OC
 : -16% | 2% | -1.5% | 2% | -2% | 2% | 8% | 14%
CCOC(=O)Cc1csc(/N=C/c2c(O)n(-c3ccc(C)cc3C)c(=O)c3ccccc23)n1
 : -7% | u | -3.0% | -21% | 10% | 9% | -11% | 14%
O=C(N/N=C/c1cccc(Cl)c1)c1c(O)c2c([nH]c1=O)CCCC2
 : 1% | x | 0.1% | -27% | x | -1% | 0% | -1%
CCOC(=O)C1=C(C)N(c2ccccc2)C(=O)NC1c1cccc([N+](=O)[O-])c1 (stereo unspecified)
 : -1% | -1% | 0.9% | -17% | 3% | -7% | -26% | 5%
O=c1cc[nH]c2cccc(Cc3ccccc3)c12
 : -3% | -6% | 0.1% | 2%[46.1 µM] | -18% | -2% | 0% | 5%
Cn1c(=O)n(Cc2ccc(F)cc2)c(=O)c2c1nc1n2CCCN1C1CCCCC1
 : 6% | u | -4.2% | u | -9% | -5% | -21% | -5%
CCCOC(=O)c1ccc(NC(=O)CCC(=O)OCC)cc1
 : 10% | -4% | 3.1% | -4%[7.67 µM] | 1% | 1% | -13% | 1%
O=S(=O)(c1ccc2ccccc2c1)N1CCC(c2nc(-c3ccncc3)no2)CC1
 : -2% | -6% | -0.8% | -24%[46.1 µM] | -7% | 3% | -7% | 3%
CCOc1ccc(CN(C(=O)c2oc3cc(C)ccc3c2C)C2CCS(=O)(=O)C2)cc1 (stereo unspecified)
 : -16% | 0% | 0.8% | u | -10% | -6% | -20% | -3%
Fc1ccc(CNc2nc3ccccc3n3nnnc23)cc1
 : 12% | -5% | u | u | -6%[15.4 µM] | -5% | -20% | -6%
Cc1ccc(NC2Nc3cc(C)nn3S2)c(C)c1 (stereo unspecified)
 : -1% | u | 2.5% | 3% | 3% | 2% | 0% | 5%
CNc1c([N+](=O)[O-])cnn1-c1cccc(Cl)n1
 : -4% | 1% | -1.9%[10.1 µM] | 8% | -1% | -6% | 11% | -10%
Nc1nc(Nc2ccccc2)nc2ccccc12
 : 2% | 14% | -1.0% | 22%[46.1 µM] | -2% | -2% | -13% | -1%
OCC1(CCOc2ccccc2)CCN(CCCn2cccn2)CC1
 : -2% | 18% | -4.6% | 2% | -2% | -19% | 3% | -22%
Cc1ccc(/C=N\NC(=O)Cc2cccn2C)o1
 : -7% | u | -3.3% | 13% | -6% | -4% | -15% | -5%
CC(=O)C1=C(C)NC(SCSc2ccccc2)=C(C#N)C1c1cccnc1 (stereo unspecified)
 : -15% | u | 1.6% | -20%[46.1 µM] | -1% | -20% | -14% | u
C=CCN1C(=O)C(Cc2ccc(F)cc2)S/C1=N/N=C/c1ccco1 (stereo unspecified)
 : -6% | u | 1.5% | 19% | -4% | -11% | 9% | -20%
O=C(Nc1ccc(NC(=O)C2CC2)nc1)c1cccs1
 : 1% | -4% | -0.2% | -6%[46.1 µM] | 1% | 0% | 3% | 3%
CC1=C(C(=O)N(C)C)C(c2ccc(Cl)c(Cl)c2)NC(=O)N1 (stereo unspecified)
 : 7% | -3% | -5.7% | 3%[46.1 µM] | -4% | 1% | 6% | -11%
COc1ccc(-c2[nH]ncc2-c2ccc(Cl)cc2)c(O)c1
 : -14% | -1% | -3.2% | u | -11% | 0% | u | 4%
O=C(Cn1cnc2ccccc2c1=O)Nc1nnc(SCc2ccccc2)s1
 : 13% | 9% | -1.0% | -8%[46.1 µM] | u | 2% | -9% | 8%

Only part of the results is shown (hit frequency here may not be typical).
